Screening data: PubChem BioAssay, several laboratories
RAM inhibit: inhibitors of the yeast RAM network, primary screen, dse1pr::URA3 reporter, 5-FOA selection; S. cerevisiae dse1pr::URA3 reporter, 5-FOA growth OD615, 2 d; analog-sensitive cbk1-as2 kinase mutant strain; inhibition, % at 50 µM; hit rate 1.8% among 190,000;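 active = inhibition above a set limit, 3 SD over mean compound inhibition, cut at about 8.4% in these data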;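 also: 0% = DMSO-only wells with no growth and 100% = 10 µM 1-NA-PP1 full growth; inhibition rescues growth on 5-FOA so higher OD means more RAM inhibition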
STAT1 activator: STAT1 signaling activators, primary screen, cell-based, HTS, luciferase reporter | NIH 3T3 STAT1-luciferase reporter, IFN-gamma, luminescence; 100% = IFN-gamma alone, no compound | activation (% of control), % at 5.5 µM | hit rate 2.6% among 200,000;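 active = activation above the screen-wide mean activation plus 3 SD, cut at about 130% in these data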;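 also: raw ratio to IFN-gamma control signal so 100% means no change and 0% no light; values of inactives mirror those of a sister screen read the other way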
STAT3 blocker: IL-6 driven STAT3 reporter inhibitors, primary screen, U3A cells, luciferase, luminescence, MLSCN library. inhibition, % at 5.5 µM. hit rate 0.89% among 190,000. IL-6 STAT3-luciferase reporter; host cell line lacks STAT1. AID 862, 2007;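 active = inhibition above the mean inhibition across all screened compounds plus 3 SD, cut at about 44% in these data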;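 also: 0% = DMSO only wells and 100% = 100 µM nifuroxazide control wells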
FLuc inh counter: firefly luciferase enzyme inhibitors, primary screen, artefact control for luciferase-based inhibitor screens, biochemical, luminescence, ATPLite. 10 min. AID 1006, 2008. Luciferin 4-monooxygenase (Photinus pyralis), P08659. hit rate 1.5% among 200,000. inhibition, % at 10 µM;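 active = inhibition above about 50% when tested at 10 µM, limit read from the data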
Target sequence (P08659 whole entry, looked up): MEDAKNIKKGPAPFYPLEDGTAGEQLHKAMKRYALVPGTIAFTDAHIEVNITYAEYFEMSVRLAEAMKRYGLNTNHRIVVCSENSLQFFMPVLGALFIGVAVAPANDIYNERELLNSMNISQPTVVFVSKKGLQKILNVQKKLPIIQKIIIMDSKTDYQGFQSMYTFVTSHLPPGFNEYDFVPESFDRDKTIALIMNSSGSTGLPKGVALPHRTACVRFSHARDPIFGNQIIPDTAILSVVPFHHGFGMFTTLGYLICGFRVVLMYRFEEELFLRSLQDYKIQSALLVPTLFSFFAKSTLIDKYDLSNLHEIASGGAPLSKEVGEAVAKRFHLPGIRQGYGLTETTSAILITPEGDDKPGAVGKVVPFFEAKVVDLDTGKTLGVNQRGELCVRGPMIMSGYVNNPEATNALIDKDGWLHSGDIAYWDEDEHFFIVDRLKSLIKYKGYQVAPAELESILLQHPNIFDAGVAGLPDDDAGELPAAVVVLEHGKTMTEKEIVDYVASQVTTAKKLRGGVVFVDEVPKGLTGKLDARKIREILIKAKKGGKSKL
STAT3 act: IL-6 driven STAT3 reporter potentiators, primary screen, U3A cells, luciferase, luminescence, MLSCN library; activation (% of control), % at 5.6 µM; hit rate 0.91% among 190,000; AID 871, 2007; IL-6 STAT3-luciferase reporter; 100% = signal with IL-6 EC80 alone;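 active = activation above the screen-wide mean of compound activation plus 3 SD, cut at about 130% in these data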;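 also: 0% = background luminescence of wells with medium and substrate only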
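Material: STAT3-luciferase reporter U3A cells. Controls: IL-6-treated wells, 100% activation. Read-out: % activation versus median of IL-6-stimulated wells. Probe or stimulus: IL-6 stimulus at 33 ng/mL final. Timing: compound 1 h, then IL-6 6 h at 37 °C. Signal: reporter luminescence signal.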
APP 5UTR inh: inhibitors of APP translation via 5'UTR reporter, primary screen, APP 5'UTR luciferase, SH-SY5Y cells; inhibition, % at 2 µM; SH-SY5Y APP 5'UTR-luciferase reporter, luminescence; hit rate 0.82% among 190,000; AID 1285, 2008;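 active = inhibition above a set limit, derived from the sample mean plus 3 SD, cut at about 45% in these data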; also: values of inactives mirror those of a sister screen read the other way
APP 5'UTR act: activators of APP 5'UTR luciferase reporter, primary screen, SH-SY5Y cells | hit rate 1% among 190,000 | activation, % at 2 µM | AID 1276, 2008 | SH-SY5Y APP 5'UTR luciferase reporter, luminescence; zero percent = DMSO vehicle wells;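 active = activation above a set limit, based on mean plus 3 SD of controls, cut at about 140% in these data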; also: values of inactives mirror those of a sister screen read the other way
Hsp70 act: Hsp70 transcriptional activators, primary screen, cell-based, HeLa, Hsp70 promoter luciferase, luminescence, 10 µM; HeLa Hsp70 promoter luciferase reporter; scaled: vehicle 0, proteasome-inhibitor control 100%; activation, % at 10 µM; hit rate 0.04% among 200,000; AID 1203, 2008;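 active = activation above the mean across all tested compounds plus 3 SD, cutoff set per campaign, cut at about 5.5% in these data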;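 also: 100% = MG132 at 30 µM as the positive control and 0% = DMSO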
NF-kB expr up: activators of NF-kB expression in neurons, primary screen, cell-based, HTS; fold change at 12.5 µM; hit rate 1.6% among 190,000; AID 1239, 2008; human neuronal cells, NF-kB reporter expression; active compounds read high; in the data active = fold change above about 3.3
STAT1 inh: STAT1 signaling inhibitors, primary screen, cell-based, HTS, luciferase reporter; NIH 3T3 STAT1-luciferase reporter, IFN-gamma, luminescence; inhibition, % at 5.5 µM; hit rate 0.35% among 200,000; AID 920, 2007;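 active = inhibition above a set limit, the mean inhibition across all tested compounds plus 3 SD, cut at about 34% in these data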;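 also: 0% = IFN-gamma with DMSO and 100% = IFN-gamma with 300 µM nifuroxazide; values of inactives mirror those of a sister screen read the other way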
Active calls of the source: *; . = no result given.

mol	RAM inhibit	STAT1 activator	STAT3 blocker	FLuc inh counter	STAT3 act	APP 5UTR inh	APP 5'UTR act	Hsp70 act	NF-kB expr up	STAT1 inh
CCCN1C(=O)c2ccccc2NC1c1ccc(C)cc1 (stereo unspecified)	-1.2	106	19	-1	90	2	-2	-0.2	1.2	-8
C=CCNC(=S)Nc1ccc2nc(C)c(C)nc2c1	0.9	94	16	2	92	-17	17	-0.2	1.4	7
Cc1cccc(NC(=O)CSc2nnc(CCCCCNC(=O)OC(C)(C)C)o2)c1C	0.7	105	-3	-3	104	9	-9	0.1	1.1	-5
O=C(Oc1ccc2[nH]cc(CCN3C(=O)c4ccccc4C3=O)c2c1)c1ccco1	8.0	107	28	-6	80	-22	22	-0.3	1.5	-8
O=C(CSc1ccc(-c2ccco2)nn1)N1CCCC1	1.4	97	2	3	101	-16	16	-0.2	1.2	2
COC(=O)c1ccccc1NC=C1C(=O)OC2(CCCCC2)OC1=O	3.1	105	8	3	99	-9	9	-0.2	1	-7
COc1ccc2nc(C)cc(SCC(=O)N/N=C/c3ccc(O)cc3O)c2c1	0.2	92	11	-1	87	36	-36	-0.6	1.7	9
O=C(Nc1nc(-c2nc3ccccc3s2)cs1)c1ccc(S(=O)(=O)N2CCOCC2)cc1	5.5	109	29	-6	77	-19	19	-0.2	1.2	-9
O=C(CSc1nnc(CNC(=O)c2ccccc2F)o1)c1ccc(Cl)cc1	-0.7	92	14	-3	93	9	-9	-0.2	1.1	8
CCn1c(COc2cccc(OC)c2)nnc1SCC(=O)N1CCOCC1	0.8	99	1	-5	103	-10	10	0.0	1.1	1
CSCCC1NC(=O)N(CC(=O)Nc2ccc(N3CCCCC3)cc2)C1=O (stereo unspecified)	1.6	109	6	-2	103	0	0	-0.2	1.2	-10
Cn1c(SCC(=O)c2cc3ccccc3o2)nnc1-c1ccccc1	1.4	104	-4	1	108	9	-9	0.0	1	-4
Cc1ccc(-c2noc(=O)n2CC(=O)Nc2ccc(S(=O)(=O)NC3CC3)cc2)cc1	0.3	100	1	-1	104	-4	4	-0.2	0.73	0
CN(Cc1ccccc1)C(=O)CCNC(=O)Cn1cnc2ccccc2c1=O	-0.8	93	3	-4	100	-4	5	0.0	1.3	8
O=C(/C=C/c1ccc([N+](=O)[O-])cc1)OCc1cnc(-c2ccccc2)o1	4.0	107	-2	-1	104	7	-7	-0.2	1.2	-10
Cc1cc(C)c2c(n1)SCC(=O)N2CC(=O)NCCC1=CCCCC1	-0.3	100	0	0	100	-4	4	-0.3	1.1	1
Cc1ccc(S(=O)(=O)N2CCC(C(=O)NCCCOC(C)C)CC2)cc1	0.6	91	4	-9	100	-5	5	-0.1	1.2	10
CS(=O)(=O)N1N=C(c2ccco2)CC1c1ccccc1 (stereo unspecified)	0.8	104	-4	-4	102	-25	25	-0.2	1.1	-4
CC(=O)c1nnn(-c2ccc([N+](=O)[O-])cc2)c1C	0.1	105	4	0	99	10	-10	0.2	1.1	-8
N#CC1=C(N)Oc2n[nH]c(-c3cccs3)c2C1C1CCCCC1 (stereo unspecified)	2.8	94	13	-2	94	-2	3	0.0	1.3	6
Cc1cccc(/C=N/n2c(C)cc(C)c(C#N)c2=O)c1	-0.6	100	23	-7	83	0	0	0.0	0.98	0
COc1ccc(Cn2c(C)ccc2C)cc1	2.8	93	-2	-4	100	-14	14	-0.5	0.94	8
Cn1c(N=Nc2ccc(N3CCOCC3)cc2)[n+](C)c2ccccc21	13*	120	15	59*	91	-36	37	-0.2	0.6	-22
O=C1Cc2ccccc2C(=O)N1OCc1ccc(Cl)cc1	2.8	96	-28	-6	133	9	-9	-0.1	1.2	4
CCCCOC(=O)c1cccc(NC(=O)CC)c1	1.4	102	6	-1	96	12	-12	-0.5	1.2	-2

More records.
mol	RAM inhibit	STAT1 activator	STAT3 blocker	FLuc inh counter	STAT3 act	APP 5UTR inh	APP 5'UTR act	Hsp70 act	NF-kB expr up	STAT1 inh
Cc1ccccc1NC(=O)CN1C(=O)NC2(CCCCC2)C1=O	2.0	106	-3	-6	102	12	-12	-0.1	0.83	-3
O=C1c2ccsc2SCCN1Cc1ccc(Cl)cc1Cl	2.7	97	14	0	90	-5	5	0.3	0.92	4
CN(c1ccccc1)S(=O)(=O)c1cccc(C(=O)N2CCN(c3ccccn3)CC2)c1	-1.1	94	20	-4	88	1	-1	-0.4	0.53	6
O=c1[nH]c2cc3c(cc2cc1CN(Cc1cccnc1)C(=S)NCc1ccco1)OCO3	1.7	83	4	-4	98	13	-13	0.2	0.82	17
COCCCNC(=O)C1CCN(c2ncccn2)CC1	1.6	103	1	-2	101	6	-6	-0.2	1.1	-3
Cc1cc([N+](=O)[O-])ccc1NC(=O)/C=C/c1cccs1	5.5	128	3	3	97	-43	43	0.0	2.1	-31
CCC(=O)OCC(=O)Nc1cc([N+](=O)[O-])ccc1OC	0.0	99	8	-7	103	4	-5	-0.1	1.1	-1
CC1CC(C)CN(C(=O)Cn2c(=O)n(CCCCC(=O)NC3CCCC3)c(=O)c3ccccc32)C1 (stereo unspecified)	2.2	94	8	-8	98	-9	9	0.0	0.87	6
COC(=O)c1ccc(COc2cc(O)c3c(c2)OC(C)(C)CC3=O)cc1	10*	93	3	0	100	-13	13	-0.1	1.3	8
CCCN1Cc2cccc(C(=O)Nc3ccc4c(c3)OCO4)c2C1=O	3.7	97	7	-1	99	34	-34	-0.1	0.97	5
CC(C(=O)Nc1ccc2c(c1)OCCO2)c1ccc([N+](=O)[O-])cc1 (stereo unspecified)	2.9	99	1	-10	98	17	-17	0.0	0.99	2
COC(=O)CSc1nc2c(c(C3CC=CCC3)c1C#N)CCC2 (stereo unspecified)	8.5*	96	6	-6	96	-6	6	0.4	1.2	-1
Cc1ccccc1NC(=O)c1nc2nccc(C)n2n1	-0.4	125	10	13	95	-35	35	0.4	2.2	-27
COC(=O)c1ccccc1NC(=O)Oc1ccc(C(C)C)cc1	-0.4	100	14	-4	91	8	-8	0.0	0.97	0
Oc1ccc(/C=N/Nc2ccc(C(F)(F)F)cn2)cc1	3.2	168*	19	6	87	-127	127	0.0	4.8*	-76
COc1ccccc1/C=C(/C(=O)NCCCn1ccnc1)c1ccccc1	3.4	96	-2	1	103	-13	13	-0.1	0.96	4
Cc1ccc(N(CC(=O)Nc2c(C)n(C)n(-c3ccccc3)c2=O)S(C)(=O)=O)cc1C	-0.4	102	6	0	98	-2	2	-0.3	1.2	1
O=C(NC1=NCCS1)C1Cc2ccccc2CN1C(=O)c1ccccc1 (stereo unspecified)	0.2	111	-9	0	111	2	-2	-0.3	1.1	-12
CCCOc1ccc(Cc2nn3c(=O)/c(=C/c4ccco4)sc3nc2=O)cc1	6.7	97	-5	-14	107	7	-7	-0.3	0.87	3
CC(=O)Nc1nc(-c2cc([N+](=O)[O-])cs2)cs1	1.7	100	25	-6	84	12	-12	-0.2	1.2	-2
CCO[C@H]1OC(C(=O)NC2CC2)=C[C@@H](c2csc3ccccc23)[C@@H]1CCCO	1.0	96	.	-2	.	3	-3	-0.1	0.85	5
Cc1ccc(Nc2cc(-n3nc(C)cc3C)ncn2)cc1	0.7	112	23	-4	85	-2	2	-0.1	1.3	-12
Cc1c(Cl)cccc1NC(=S)N(Cc1ccccc1)Cc1cccnc1	-1.1	95	0	-5	106	-12	12	0.1	1.1	4
O=[N+]([O-])c1ccc(Cl)c(/C=N/N2CCN(Cc3ccccc3Cl)CC2)c1	0.3	99	12	-7	95	-12	12	0.0	1.2	2
CCn1c(N)c(Br)c(=O)[nH]c1=O	1.0	106	-4	-9	105	-19	19	-0.2	0.94	-9

Additional results
mol	RAM inhibit	STAT1 activator	STAT3 blocker	FLuc inh counter	STAT3 act	APP 5UTR inh	APP 5'UTR act	Hsp70 act	NF-kB expr up	STAT1 inh
O=C(COC(=O)c1cnccn1)c1ccc(OC(=O)c2ccccc2)cc1	5.7	98	1	-3	104	7	-7	-0.2	1.2	3
Cc1cc(C)cc(NC(=O)C2CCCN(c3nccc(C)n3)C2)c1 (stereo unspecified)	-0.3	91	6	-2	98	-15	15	-0.2	1.2	10
O=C1OC2(CCCCC2)OC(=O)C1=CNc1nc2ccccc2s1	0.9	97	2	-2	98	16	-16	-0.1	1.2	2
CC(=O)c1cnn(-c2nc3c(C)cccc3s2)c1C	3.1	120	-27	-6	123	0	0	-0.2	3.9*	-21
Cc1noc(C)c1COC(=O)c1ccc2c(c1)OCO2	0.9	98	7	-1	99	1	-1	0.9	1.3	2
COc1ccc(Nc2nc(N3CCCCC3)c3ccccc3n2)cc1	1.6	82	47*	3	63	-8	9	-0.6	0.75	19
CCCCn1c(CN2CCN(C(=O)c3ccco3)CC2)nc2c1c(=O)n(C)c(=O)n2C	0.0	98	-3	-3	103	0	0	-0.2	1.1	3

In the list so far, these have an aryl thioether with sulfur outside any ring.
mol	RAM inhibit	STAT1 activator	STAT3 blocker	FLuc inh counter	STAT3 act	APP 5UTR inh	APP 5'UTR act	Hsp70 act	NF-kB expr up	STAT1 inh
Cc1cccc(NC(=O)CSc2nnc(CCCCCNC(=O)OC(C)(C)C)o2)c1C	0.7	105	-3	-3	104	9	-9	0.1	1.1	-5
O=C(CSc1ccc(-c2ccco2)nn1)N1CCCC1	1.4	97	2	3	101	-16	16	-0.2	1.2	2
COc1ccc2nc(C)cc(SCC(=O)N/N=C/c3ccc(O)cc3O)c2c1	0.2	92	11	-1	87	36	-36	-0.6	1.7	9
O=C(CSc1nnc(CNC(=O)c2ccccc2F)o1)c1ccc(Cl)cc1	-0.7	92	14	-3	93	9	-9	-0.2	1.1	8
CCn1c(COc2cccc(OC)c2)nnc1SCC(=O)N1CCOCC1	0.8	99	1	-5	103	-10	10	0.0	1.1	1
Cn1c(SCC(=O)c2cc3ccccc3o2)nnc1-c1ccccc1	1.4	104	-4	1	108	9	-9	0.0	1	-4
COC(=O)CSc1nc2c(c(C3CC=CCC3)c1C#N)CCC2 (stereo unspecified)	8.5*	96	6	-6	96	-6	6	0.4	1.2	-1

Ordered by length of the SMILES (low to high): part of the list above
mol	RAM inhibit	STAT1 activator	STAT3 blocker	FLuc inh counter	STAT3 act	APP 5UTR inh	APP 5'UTR act	Hsp70 act	NF-kB expr up	STAT1 inh
Cc1noc(C)c1COC(=O)c1ccc2c(c1)OCO2	0.9	98	7	-1	99	1	-1	0.9	1.3	2
Cc1cc(C)cc(NC(=O)C2CCCN(c3nccc(C)n3)C2)c1 (stereo unspecified)	-0.3	91	6	-2	98	-15	15	-0.2	1.2	10
CCCCn1c(CN2CCN(C(=O)c3ccco3)CC2)nc2c1c(=O)n(C)c(=O)n2C	0.0	98	-3	-3	103	0	0	-0.2	1.1	3
